UHRF1 MBD2 ctr – UHRF1 methyl-DNA binding inhibition; AID 687016; Q96T88; inhibition, % at 4.4 µM; UHRF1 binding to methylated oligo, TR-FRET; actives 0.75% (n = 370,000); in the data active = inhibition above about 21%;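 note: UHRF1 SRA domain binding a hemimethylated CpG hairpin DNA probe; 0% = median of test compound wells and 100% = reference inhibitor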
Tn7 DDE FP – disrupts Tn7 cyclic peptide binding to fibrin D-Dimer-E complex. AID 720508. inhibition, % at 8.3 µM. P02675. FP displacement of FITC-Tn7 peptide from fibrin DD(E); 0% = median of compound wells per plate. actives 0.13% (n = 370,000);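 active = inhibition above the mean of compounds falling within the control limits plus 3 SD of them, cut at about 14% in these data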;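 note: 0% = plate median of compound wells and 100% = 10 µM Aha-Tn7 peptide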
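System: human fibrin DD(E); quantity: Fibrin-DD(E) at 2 µM final; also added: fluorescent Tn7 probe at 0.1 µM; compound dosing: single nominal test concentration of 8.3 µM per compound; schedule: 10 min preincubation, 3 h with tracer, room temperature; detection: fluorescence polarization of the labelled Tn7 tracer; repeats: one replicate per compound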
PRMT1 FP inh – blocks human protein arginine methyltransferase 1 | AID 652257 | actives 1.3% (n = 370,000) | recombinant PRMT1, activity-based probe fluorescence polarization | inhibition, % at 2.79 µM;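 active = inhibition above about 21% made by adding two undisclosed values, limit read from the data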
Target sequence (Q99873 whole entry, looked up): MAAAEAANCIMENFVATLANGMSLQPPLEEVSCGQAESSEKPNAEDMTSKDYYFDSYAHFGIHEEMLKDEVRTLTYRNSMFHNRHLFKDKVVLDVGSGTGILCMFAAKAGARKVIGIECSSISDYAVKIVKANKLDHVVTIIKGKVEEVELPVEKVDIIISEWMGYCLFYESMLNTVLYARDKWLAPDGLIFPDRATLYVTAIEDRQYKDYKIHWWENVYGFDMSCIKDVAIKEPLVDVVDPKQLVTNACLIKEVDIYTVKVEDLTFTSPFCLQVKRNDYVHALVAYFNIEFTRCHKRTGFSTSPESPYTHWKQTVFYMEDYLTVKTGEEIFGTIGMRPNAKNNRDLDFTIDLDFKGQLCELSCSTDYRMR
HTRA1 inhibitor – inhibitors of human serine peptidase HTRA1; Q92743; recombinant HTRA1, FP-rhodamine activity-based probe, fluorescence polarization; inhibition, % at 5.96 µM; actives 0.5% (n = 340,000); AID 504803; in the data active = inhibition above about 36%;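 note: 0% = enzyme with DMSO and 100% = wells lacking enzyme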
SIAE inh – blocks human sialic acid acetylesterase | actives 0.69% (n = 370,000) | SIAE FP-Rh probe binding, fluorescence polarization | inhibition, % at 9.66 µM;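 active = inhibition above a cutoff: mean of compounds within the control limits plus 3 SD of those, cut at about 17% in these data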;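 note: 0% = plate median of compound wells and 100% = probe without SIAE protein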
LEDGF integ inh – blocks HIV-1 LEDGF/p75-dependent DNA integration; inhibition, % at 3.7 µM; actives 0.64% (n = 370,000); TR-FRET IN-LEDGF/p75 DNA integration, Eu/Cy5;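 active = inhibition above the screen-wide mean plus 3 SD, cut at about 13% in these data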;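 note: signal is the Cy5 over europium emission ratio at 671 and 618 nm; 0% = plate median of compound wells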
PG9 Ab binder – binds the HIV-1 gp120 antibody PG9 | TR-FRET gp120-PG9 antibody binding | inhibition, % at 6.7 µM | actives 0.43% (n = 360,000); in the data active = inhibition above about 8.5%
TCR CD3 inh – blocks the human TCR-CD3 interaction; inhibition, % at 9.4 µM; TAMRA-labeled TCR probe fluorescence, biochemical; AID 651800; actives 0.37% (n = 360,000); in the data active = inhibition above about 19%;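 note: recombinant mutant TCR 2C K166C tagged with TAMRA read by polarization; 0% = receptor in buffer alone and 100% = receptor with positive control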
TDP2 inh – blocks human TDP2 phosphodiesterase activity. O95551. recombinant TDP2, T5PNP hydrolysis, p-nitrophenol absorbance 415 nm. inhibition, % at 12.8 µM. actives 0.34% (n = 370,000). AID 720702;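 active = inhibition above the mean of all tested compounds plus 3 SD, set per campaign, cut at about 25% in these data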;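 note: 0% = DMSO with enzyme and 100% = buffer with substrate but no TDP2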
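Read-out basis: percent inhibition. System: recombinant human TDP2. Buffer or medium: Mg2+-containing Tris-HCl buffer, pH 7.5. Repeats: single replicate. Timing: reaction 2 h, 37 °C. Benchmarks: high control without enzyme, low control DMSO plus TDP2. Probe or stimulus: 5 mM T5PNP. Doses: 12.8 µM only. Measured by: epi absorbance of p-nitrophenol freed from T5PNP by hydrolysis.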
ABHD4 inh – inhibitors of mouse ABHD4; purified mABHD4, FP-Rh probe fluorescence polarization; Q8VD66; inhibition, % at 8.92 µM; actives 0.54% (n = 370,000);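 active = inhibition exceeding the mean over every tested compound plus 3 SD, cut at about 30% in these data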;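 note: 0% = plate median of compound wells and 100% = S159A mutant with DMSO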
Target sequence (Q8VD66 whole entry, looked up): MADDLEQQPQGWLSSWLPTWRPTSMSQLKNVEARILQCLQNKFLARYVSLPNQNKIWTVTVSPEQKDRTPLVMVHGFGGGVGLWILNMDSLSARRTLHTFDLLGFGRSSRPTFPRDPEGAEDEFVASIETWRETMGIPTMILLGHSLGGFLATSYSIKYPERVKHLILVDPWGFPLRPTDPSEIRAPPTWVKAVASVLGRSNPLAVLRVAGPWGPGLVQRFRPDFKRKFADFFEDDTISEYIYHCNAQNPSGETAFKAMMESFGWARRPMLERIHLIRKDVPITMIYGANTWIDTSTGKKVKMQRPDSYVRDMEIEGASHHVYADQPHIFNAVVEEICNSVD
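Assay system: mouse ABHD4 enzyme, wild type / Also added: fluorescent activity-based probe FP-Rh / Doses: single nominal dose of 8.92 µM, 0.89% DMSO final / Timing: 45 min compound pre-incubation plus 60 min probe step, 25 °C / Signal: FP readout, ex 525 nm / em 598 nm / Control set: S159A mutant/DMSO as 100%, compound-well median as 0%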
The depositor's hits bear a star. The order is random (roughly 4.2% active in at least one column).

UHRF1 MBD2 ctr | Tn7 DDE FP | PRMT1 FP inh | HTRA1 inhibitor | SIAE inh | LEDGF integ inh | PG9 Ab binder | TCR CD3 inh | TDP2 inh | ABHD4 inh | molecule
-2.1 | 0.8 | 0.3 | 5.9 | -7.3 | -4.2 | -0.5 | 3.5 | -4.7 | -2.3 | Cc1ccccc1NC(=O)COC(=O)CCc1nc2ccccc2c(=O)[nH]1
2.2 | -1.7 | 4.9 | 8.2 | -10.9 | -1.6 | -1.3 | -6.0 | 1.9 | -1.2 | CCOC(=O)C[N+]1(C)CCN(C(C)=O)CC1
-1.2 | 3.8 | 0.8 | -0.2 | 3.3 | -8.2 | 0.5 | -2.7 | -6.8 | 3.2 | O=C(Nc1ccccc1Br)c1ccc(N2CCCC2=O)cc1
-1.2 | 0.9 | -4.5 | 1.4 | 3.1 | 3.7 | -0.1 | -3.4 | 1.0 | -6.2 | CCC(=O)c1ccc(N2CCN(C(=O)c3ccc(F)cc3)CC2)c(F)c1
5.2 | 2.7 | -3.0 | -3.0 | 12.4 | 1.7 | 1.0 | -3.9 | -1.1 | 3.4 | O=C(NCc1cccnc1)C1CCN(C(=O)c2ccc(Cl)cc2Cl)CC1
1.9 | 1.1 | 5.3 | -7.3 | -4.7 | 1.1 | -0.7 | -11.8 | 2.1 | -3.4 | O=C(Nc1ccc(S(=O)(=O)N2CCOCC2)cc1)c1cc([N+](=O)[O-])ccc1Cl
0.4 | 9.3 | -3.1 | -8.0 | -3.0 | -0.3 | 0.9 | 0.2 | -3.2 | 0.2 | O=C(N/N=C/c1ccc(F)c(F)c1)c1cc2c(s1)-c1ccccc1CC2
0.5 | -2.7 | -2.1 | -3.5 | 1.9 | -1.8 | -0.7 | 6.8 | 5.6 | 2.1 | CCNC(=O)CC1SC(=Nc2cccc(Cl)c2C)N(C)C1=O (centres undefined)
-3.0 | -6.6 | -3.9 | -6.2 | 3.1 | 1.1 | -2.0 | 2.8 | -2.4 | -2.7 | Cc1ccc2cc(CN(C(=O)C3CCCO3)C3CCCCC3)c(=O)[nH]c2c1 (centres undefined)
5.7 | -4.7 | 1.3 | -34.6 | -7.0 | 1.7 | -2.9 | 0.6 | -5.6 | -9.1 | Cc1ccccc1NC(=O)c1cn(-c2ccccc2)nc1-c1ccccc1
-1.7 | -0.6 | -3.4 | -7.4 | -7.1 | 0.1 | 1.2 | 2.4 | 1.0 | 2.5 | CCc1ccc(N2CC(C(=O)Nc3ccccc3F)CC2=O)cc1 (centres undefined)
-1.2 | 2.6 | 0.6 | 1.1 | -1.0 | 2.5 | -0.9 | 1.0 | 13.4 | -12.7 | CCOc1ccc(-n2nnc3c(=O)n(CC(=O)NCc4ccco4)cnc32)cc1
-3.2 | 4.8 | -0.2 | 3.3 | -2.8 | 2.4 | -0.3 | -5.0 | 11.4 | -0.1 | CNC(=O)/C(=C\C=C\c1ccccc1)NC(=O)c1ccc([N+](=O)[O-])cc1
4.0 | 4.0 | 1.4 | 5.2 | -1.1 | 0.2 | 1.3 | -5.4 | -3.5 | -9.8 | O=C(Nc1nc(-c2ccccc2)c(-c2ccccc2)s1)c1ccc(S(=O)(=O)N2CCCCC2)cc1
0.1 | 6.8 | 4.3 | 2.5 | 3.8 | -5.5 | 0.8 | -8.3 | -6.9 | -2.7 | COc1cc(NC(=O)CCN2CCN(C)CC2)cc(OC)c1
2.4 | 1.1 | 2.0 | -0.9 | 1.1 | -0.9 | 0.8 | 2.6 | -6.5 | 2.1 | COc1ccccc1N(CC(=O)NC1CCCC1)S(=O)(=O)c1ccc(C)cc1
-4.2 | 0.8 | -2.9 | 3.1 | 6.0 | 3.1 | 1.1 | 5.5 | -1.4 | -2.5 | CC(C)C(C)NC(=O)Cn1cnc2c(oc3ccccc32)c1=O (centres undefined)
1.0 | -3.4 | 3.2 | -17.3 | -2.4 | -3.0 | 0.1 | -5.7 | -13.8 | -13.3 | CCCCCCCCN1[C@@H](CC(=O)OC)c2cc(C(F)(F)F)ccc2S1(=O)=O
-0.4 | 0.2 | 0.0 | -7.0 | 4.1 | -3.0 | 0.5 | 0.4 | -2.9 | 2.3 | CC(C)(C)C1CCC(=O)N(CCOc2ccccc2)CC1 (centres undefined)
-0.1 | -4.6 | 1.5 | 0.8 | -2.2 | 1.2 | -7.2 | 4.2 | 12.2 | 0.7 | Oc1sc(C=Nc2ccccc2)c2ccccc12
1.6 | 0.4 | 8.3 | -22.1 | -4.7 | 6.6 | -0.6 | -1.9 | -4.8 | -6.5 | CCOc1ccc(N(CC(=O)Nc2nccs2)S(=O)(=O)c2c(C)noc2C)cc1
-1.5 | 4.4 | 0.1 | -2.4 | 5.5 | -3.0 | -0.8 | 6.5 | -4.2 | -1.8 | Cc1ccsc1CNCc1cc(Cl)ccc1O
0.1 | -7.7 | -2.1 | 1.7 | 3.7 | 0.8 | 3.5 | 0.6 | -11.1 | 2.5 | CC(Sc1nnc2ccccn12)C(=O)Nc1ccc(N2CCOCC2)cc1 (centres undefined)
-4.9 | -1.5 | 34.0* | 3.9 | 18.8* | 3.9 | -0.3 | -1.7 | 17.1 | 22.2 | O=C(CSc1ccc(-c2ccco2)nn1)Nc1ccc(F)cc1F
-0.5 | 4.7 | 5.2 | -10.8 | 3.5 | 1.1 | 3.0 | -6.2 | -7.5 | 0.2 | CC(C)c1cc(C(=O)NNC(=S)NC2CCCCC2)cs1

Complete entries, quoted from the list. Screens in order: UHRF1 MBD2 ctr	Tn7 DDE FP	PRMT1 FP inh	HTRA1 inhibitor	SIAE inh	LEDGF integ inh	PG9 Ab binder	TCR CD3 inh	TDP2 inh	ABHD4 inh
Results for `CC(C)(C)C1CCC(=O)N(CCOc2ccccc2)CC1` (centres undefined) → -0.4	0.2	0.0	-7.0	4.1	-3.0	0.5	0.4	-2.9	2.3
Results for `COc1cc(NC(=O)CCN2CCN(C)CC2)cc(OC)c1` → 0.1	6.8	4.3	2.5	3.8	-5.5	0.8	-8.3	-6.9	-2.7
Results for `CNC(=O)/C(=C\C=C\c1ccccc1)NC(=O)c1ccc([N+](=O)[O-])cc1` → -3.2	4.8	-0.2	3.3	-2.8	2.4	-0.3	-5.0	11.4	-0.1

Structural class: those above containing an aryl methoxy group
UHRF1 MBD2 ctr | Tn7 DDE FP | PRMT1 FP inh | HTRA1 inhibitor | SIAE inh | LEDGF integ inh | PG9 Ab binder | TCR CD3 inh | TDP2 inh | ABHD4 inh | molecule
0.1 | 6.8 | 4.3 | 2.5 | 3.8 | -5.5 | 0.8 | -8.3 | -6.9 | -2.7 | COc1cc(NC(=O)CCN2CCN(C)CC2)cc(OC)c1
2.4 | 1.1 | 2.0 | -0.9 | 1.1 | -0.9 | 0.8 | 2.6 | -6.5 | 2.1 | COc1ccccc1N(CC(=O)NC1CCCC1)S(=O)(=O)c1ccc(C)cc1

Part of the list above in a different format.
structure	UHRF1 MBD2 ctr	Tn7 DDE FP	PRMT1 FP inh	HTRA1 inhibitor	SIAE inh	LEDGF integ inh	PG9 Ab binder	TCR CD3 inh	TDP2 inh	ABHD4 inh
CNC(=O)/C(=C\C=C\c1ccccc1)NC(=O)c1ccc([N+](=O)[O-])cc1	-3.2	4.8	-0.2	3.3	-2.8	2.4	-0.3	-5.0	11.4	-0.1
O=C(Nc1nc(-c2ccccc2)c(-c2ccccc2)s1)c1ccc(S(=O)(=O)N2CCCCC2)cc1	4.0	4.0	1.4	5.2	-1.1	0.2	1.3	-5.4	-3.5	-9.8

Entries listed above that bear a hit mark in PRMT1 FP inh.
UHRF1 MBD2 ctr | Tn7 DDE FP | PRMT1 FP inh | HTRA1 inhibitor | SIAE inh | LEDGF integ inh | PG9 Ab binder | TCR CD3 inh | TDP2 inh | ABHD4 inh | molecule
-4.9 | -1.5 | 34.0* | 3.9 | 18.8* | 3.9 | -0.3 | -1.7 | 17.1 | 22.2 | O=C(CSc1ccc(-c2ccco2)nn1)Nc1ccc(F)cc1F
